Source: PubChem
N370S GC: qHTS Assay for Inhibitors and Activators of N370S glucocerebrosidase as a Potential Chaperone Treatment of Gaucher Disease; Lysosomal acid glucosylceramidase (Homo sapiens), P04062; Potency, µM (top dose mostly 59.4 µM), for inactives: at the top dose activity change, negative = inhibition, most hits filed as inhibitors; N370S GC spleen homogenate, 4MU-glucoside fluorescence; AID 2101, 2009; 330,000 tested, 0.092% active;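 also: 0% = full enzyme activity and -100% = no enzyme basal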
TDP1 inh: qHTS Assay for Inhibitors of Tyrosyl-DNA Phosphodiesterase (TDP1). recombinant TDP1, AlphaScreen DNA substrate cleavage. Potency, µM (series often up to 130 µM), for inactives: at the top dose activity change, negative = inhibition, most hits filed as inhibitors. 350,000 tested, 0.28% active; also: nearly all actives have a fitted effect of over 40% in size
Target sequence (Q9NUW8 whole entry, looked up): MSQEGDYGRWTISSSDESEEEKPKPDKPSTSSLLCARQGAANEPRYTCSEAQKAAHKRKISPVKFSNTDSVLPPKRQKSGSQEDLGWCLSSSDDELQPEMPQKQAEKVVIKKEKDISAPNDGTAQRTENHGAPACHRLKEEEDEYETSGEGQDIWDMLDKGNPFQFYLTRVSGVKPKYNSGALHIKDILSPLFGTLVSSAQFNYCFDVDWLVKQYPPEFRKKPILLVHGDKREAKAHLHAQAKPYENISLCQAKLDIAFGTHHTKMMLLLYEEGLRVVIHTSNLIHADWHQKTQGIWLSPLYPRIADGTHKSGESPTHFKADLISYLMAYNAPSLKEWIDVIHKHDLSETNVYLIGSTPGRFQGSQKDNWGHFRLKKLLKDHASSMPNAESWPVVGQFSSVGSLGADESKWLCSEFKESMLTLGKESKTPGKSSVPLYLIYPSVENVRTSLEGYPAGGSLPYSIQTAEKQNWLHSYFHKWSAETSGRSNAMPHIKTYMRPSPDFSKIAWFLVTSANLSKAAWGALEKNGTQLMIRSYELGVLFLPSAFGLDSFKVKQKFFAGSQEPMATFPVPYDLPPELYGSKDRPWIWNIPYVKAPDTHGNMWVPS
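AlphaScreen read-out: signal falls as enzyme removes the 3' tyrosine-FITC from a 5'-biotinylated DNA oligo (15 nM, 5 min, RT). Enzyme was E. coli-made recombinant Tdp1 at 1 nM, exposed to compound for 15 min beforehand; beads 10 ug/ml, 10 min.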
FEN1 inhibitor: qHTS Assay for the Inhibitors of Human Flap endonuclease 1 (FEN1); AID 588795, 2011; Potency, µM (series often up to 114 µM), without a hit: at the top dose activity change, negative = inhibition, actives largely listed as inhibitors; P39748; 390,000 tested, 0.35% active; Recombinant FEN1 flap cleavage, fluorescence, 15 min; also: nearly all actives have a fitted effect of over 65% in size
Target sequence (P39748 whole entry, looked up): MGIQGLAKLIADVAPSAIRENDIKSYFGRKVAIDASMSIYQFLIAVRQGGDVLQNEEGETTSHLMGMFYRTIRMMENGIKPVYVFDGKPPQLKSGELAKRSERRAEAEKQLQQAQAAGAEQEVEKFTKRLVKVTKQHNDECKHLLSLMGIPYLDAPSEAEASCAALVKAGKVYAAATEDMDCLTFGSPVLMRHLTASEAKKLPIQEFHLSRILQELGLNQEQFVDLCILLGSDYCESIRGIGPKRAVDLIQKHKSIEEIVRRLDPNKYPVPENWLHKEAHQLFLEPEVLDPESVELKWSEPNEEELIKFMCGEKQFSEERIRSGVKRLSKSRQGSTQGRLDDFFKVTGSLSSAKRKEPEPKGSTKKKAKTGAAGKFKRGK
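Potency values derive from four-parameter Hill fits of normalized qHTS data. The reaction used 10 nM FEN1 preincubated 15 min at room temperature with compound, then 50 nM DNA substrate, read at 0 and 15 min.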
* hit, by the source's call; ? = inconclusive; nt = no result given; & = joins results of further samples; [ ] = another dose, or the depositor's remark. Calls follow the shape of the dose curve; as a rule, active = well fitted curve in the direction sought with a large enough effect; inconclusive = small, poorly fitted or top-dose-only effect, or another doubt; inactive = no such curve, though single readings can be large; an effect the other way counts as inactive or inconclusive. Unless noted, % is scaled to controls: 0 for no effect and ±100 for the full control effect; potency is read from the fitted curve at half-maximal effect.

no.	Molecule	N370S GC	TDP1 inh	FEN1 inhibitor
1	CCOc1ccc(CCNC(=O)CCCn2c(=O)c3cccn3c3ccccc32)cc1	nt	3%	1%
2	O=C(c1ccc2c(c1)N(Cc1ccccc1F)C(=O)c1ccccc1S2=O)N1CCN(c2ccccc2)CC1 (stereo not given)	nt	6%	5%
3	O=C1CC2(CCN(C(=O)c3cccc(Cl)c3)CC2)Oc2ccccc21	3%	-1%	-10%
4	CCCCn1c(N)c(N(CC)C(=O)c2cnc(C)cn2)c(=O)[nH]c1=O	nt	-6%	17%
5	O=C(COC(=O)c1ccc2ccccc2n1)NC1CCCCC1	nt	0%	-7%
6	COc1ccccc1NC(=O)CSc1ncc(CO)n1Cc1ccc(F)cc1	-18%	4%&4%	-13%&-4%
7	Cc1ccc(N(C(=O)c2csnn2)C(C(=O)NC2CCCC2)c2ccncc2)c(C)c1 (stereo not given)	-15%	nt	0%
8	CCN(CC(=O)NC(C)(C)C)C(=O)c1ccccc1SCC(=O)NC1CCCCCCC1	9%	0%	-3%

Quoted from above, entries 4–8
no.	Molecule	N370S GC	TDP1 inh	FEN1 inhibitor
4	CCCCn1c(N)c(N(CC)C(=O)c2cnc(C)cn2)c(=O)[nH]c1=O	nt	-6%	17%
5	O=C(COC(=O)c1ccc2ccccc2n1)NC1CCCCC1	nt	0%	-7%
6	COc1ccccc1NC(=O)CSc1ncc(CO)n1Cc1ccc(F)cc1	-18%	4%&4%	-13%&-4%
7	Cc1ccc(N(C(=O)c2csnn2)C(C(=O)NC2CCCC2)c2ccncc2)c(C)c1 (stereo not given)	-15%	nt	0%
8	CCN(CC(=O)NC(C)(C)C)C(=O)c1ccccc1SCC(=O)NC1CCCCCCC1	9%	0%	-3%

The list continues:
no.	Molecule	N370S GC	TDP1 inh	FEN1 inhibitor
9	O=S(=O)(c1ccccc1)N1CCN(Cc2ccc(Cl)cc2)CC1	-5%	1%	9%
10	CCN(CC(=O)NCc1cccs1)C(=O)c1ccc(OC)c(OC)c1	-2%	-7%[0.505 µM]	-3%
11	Cc1cccc(NC(=O)c2ccc(COc3ccccc3[N+](=O)[O-])o2)n1	-2%	nt	-16%
12	O=C(NCc1ccccc1CN1CCCC1)c1ccc(Cl)c(N2CCCC2=O)c1	nt	0%	5%
13	CCOc1ccc(S(=O)(=O)n2cnc(C)c2)cc1	-2%	nt	23%
14	OC(c1ccccc1)(c1ccccc1)c1ncc[nH]1	4%	0%	3%
15	O=C(CSC(=S)N1CCCC1)Nc1cc2c(cc1Br)OCCO2	-3%	4%[56.1 µM]	5%
16	COCc1cc(=O)oc2cc(NS(=O)(=O)c3ccc(C)cc3)ccc12	17%	nt	1%
17	CCc1ccc2occ(CC(=O)Nc3sc4c(c3C(=O)OC)CCC4)c2c1	nt	9%	4%
18	COc1ccc2cc(-c3cn4c(n3)sc3cc(F)ccc34)c(=O)oc2c1	nt	1%	-4%
19	Cc1cccc(C)c1NC(=S)N1CCCCCC1	-1%	5%	-4%
20	CNC(=O)Nc1cc(C(F)(F)F)cc(C(F)(F)F)c1	4%	4%	7%
21	CCC(C)NC(=O)/C=C/c1ccc(S(=O)(=O)NCc2ccco2)cc1 (stereo not given)	5%	-8%	-7%
22	Cc1nc2ccccc2c(=O)n1-c1ccc(NC(=O)c2cccc([N+](=O)[O-])c2)cc1	nt	0%	3%
23	O=C(COc1ccccc1Br)Nc1ccccc1C(F)(F)F	4%	-2%	-2%
24	N#CCCn1cc(C(=O)Nc2ccccn2)c(-c2ccccc2)n1	-2%	nt	-4%
25	COc1cccc(NC(=O)Cc2nnc(SCCOc3ccccc3)n2C)c1	9%	9%	-3%
26	CSc1nc(N2CCN(Cc3ccc4c(c3)OCO4)CC2)c2ccccc2n1	1%	nt	1%
27	O=C1CCCN1c1ccc(Br)cc1	-9%	-2%	-3%
28	C/C(=N/NC(=O)CNC(=O)CCc1ccccc1)c1ccc(Cl)c(Cl)c1	-22%	0%	17%
29	COc1cc([N+](=O)[O-])ccc1NC(=O)CN1CCc2cc(OC)c(OC)cc2C1	-14%	nt	-4%
30	CC1CCC(=O)N(CCOc2ccccc2)CC1 (stereo not given)	-13%	nt	-11%
31	COC(=O)Cn1c2ccccc2c2nc(=O)cc(C)n21	4%	5%	-2%
32	CC(OC(=O)c1ccc2c(=O)n3c(nc2c1)CCCCC3)C(=O)Nc1ccc(Cl)cn1 (stereo not given)	-14%	0%	-16%
33	CC(=O)Nc1ccc(NC(=O)c2ccc3c(c2)N(Cc2cccc(Cl)c2)C(=O)c2ccccc2S3(=O)=O)cc1	nt	6%	10%
34	Cc1c(O)cc(O)c2c(=O)c(-c3ccc(O)cc3)coc12	0%	-3%[56.1 µM]	nt
35	CCC(=O)OCC(=O)Nc1ncc(C(F)(F)F)cc1Cl	-9%	3%	8%
36	Cc1c(CNC2CCCCC2)c(C(=O)O)c(C)n1Cc1c(F)cccc1Cl	nt	5%	-1%
37	COc1ccccc1CCNC(=O)Cn1ccc2cc(S(=O)(=O)N3CCCC3)ccc21	3%	0%	1%
38	Cc1nnc(NC(=O)C2CCCN2C(=O)Nc2ccccc2)s1 (stereo not given)	-3%	2%	3%
39	Nc1nc(/C=C/c2ccc(F)cc2)nc(-c2ccccc2O)n1	0%	-3%	-4%
40	COc1cccc(CNC(=O)C2CCCN(S(=O)(=O)c3cnc[nH]3)C2)c1 (stereo not given)	-6%	0%	3%
41	CC1CCCN(C(=O)/C(=C/c2ccco2)NC(=O)c2ccccc2)C1 (stereo not given)	1%	4%[0.0935 µM]	-18%
42	Cc1ccc(-c2nn3cnnc3c3ccccc23)cc1C	1%	0%	-1%
43	Fc1ccc(-c2cc(-c3ccccc3)c3c(n2)-c2cc(F)ccc2OC3)cc1	nt	1%	-3%
44	Cc1cc(C)cc(N2C(=O)CC(N3CCOCC3)C2=O)c1 (stereo not given)	3%	2%	-1%
45	Cc1[nH]c(=O)c(C(=O)/C=C/c2ccccc2F)c2c1CCCC2	15%	2%	-4%
46	Cc1onc(-c2ccccc2)c1CNS(=O)(=O)c1ccccc1[N+](=O)[O-]	2%	3%	-4%
47	CC(C)c1cnc2c(c1SCC(=O)O)c(=O)n(C)c(=O)n2C	nt	5%	0%
48	CS(=O)(=O)c1ccc(C(=O)OCC(=O)Nc2ccc(OC(F)(F)F)cc2)cc1[N+](=O)[O-]	nt	2%	-3%
49	CCNC(=O)NC(=O)C(C)On1nnc2ccc(S(=O)(=O)N(CC)CC)cc21 (stereo not given)	4%	1%	-9%
50	CCc1ccc(CNC(=O)c2ccc3c(Cl)c4c(nc3c2)CCCC4)cc1	nt	5%	15%
51	Cc1ccc2nc(COC(=O)c3ccc(Cl)nc3)cc(=O)n2c1	nt	-3%	-5%
52	COc1ccc(CC(=O)NCc2ccccc2)cc1S(=O)(=O)N1CCOCC1	2%	7%	-4%
53	CC(C)=CC(=O)Nc1nc2ccc([N+](=O)[O-])cc2s1	-6%	0%	-3%
54	O=C(CN1C(=O)C2CC=CCC2C1=O)Nc1nc2ccccc2[nH]1 (stereo not given)	-12%	6%	5%
55	CC(=O)Nc1ccc2sc(NC(=O)CN3CCOCC3)nc2c1	-11%	nt	14%
56	CCn1c(SCC#N)nc2c(c1=O)C1(CCCC1)Cc1ccccc1-2	0%	2%	-18%
57	Cc1ccccc1CNC(=O)C(=O)NCC(c1ccco1)S(=O)(=O)c1cccs1 (stereo not given)	nt	3%	-9%
58	Cc1cc(C)nc(/N=C(\N)Nc2cccc([N+](=O)[O-])c2)n1	26%	-5%	-10%
59	CCN(CC)C(=O)c1sc2c(c1C)c(=O)n(-c1ccc(Cl)c(Cl)c1)c(=O)n2Cc1cc(=O)n2c(C)cccc2n1	nt	4%	8%
60	Cc1cccc(C(=O)Nc2ccccc2OCc2cc(=O)n3cc(C)ccc3n2)c1	nt	5%	15%
61	CCOC(=O)/C(C#N)=C\C=C1C=CN(C)C=C1	-27%	4%	-19%
62	CCCCN(CC)CCCNC(=O)c1ccc(CSc2nc3ccncc3[nH]2)cc1	4%	5%	2%
63	CC(C)(C)OC(=O)N1CCC[C@@H]1C(=O)N1CCC(C(=O)O)CC1	-1%	3%	-4%
64	COc1ccc(NC(=O)Cn2c(-c3ccccc3)cn(-c3ccc(C)cc3)c2=O)cc1	?	-2%	13%

Later entries:
no.	Molecule	N370S GC	TDP1 inh	FEN1 inhibitor
65	Cc1cccc(NC(=O)CSc2nc(C3CC3)nc3ccccc23)c1	?	-6%	5%
66	Cc1cn2c(=O)cc(COc3ccccc3NC(=O)c3ccc(Cl)cc3)nc2s1	nt	4%	2%
67	O=C(CN1C(=O)COc2ccccc21)NCCCN1CCc2ccccc2C1	-1%	0%	-4%
68	Cc1cc(C)c(NC(=O)c2ccc3c(c2)CCN3S(C)(=O)=O)c(C)c1	-13%	nt	9%
69	Cc1nc2ccccc2c(=O)n1/N=C1\C(=O)N(C)c2ccccc21	-4%	-2%	nt
70	COc1cccc(Nc2nc3c(S(=O)(=O)c4cc(C)ccc4C)nnn3c3ccsc23)c1	nt	-5%	15%
71	O=C(NNC(=O)c1ccc(Br)cc1)c1ccncc1	-3%	nt	1%
72	CCn1c(CNc2ccccc2Cl)nnc1SCCN1CCCCC1	1%	6%	3%
73	CNS(=O)(=O)c1ccc(NC(=O)c2ccoc2C)cc1	0%	0%	0%
74	COc1ccccc1NC(=O)Nc1nc(CC(=O)N2CCN(c3ccccc3)CC2)cs1	5%	-1%	-4%
75	Cc1nc(N2CCN(C(=O)c3cccs3)CC2)c2c3c(sc2n1)CCCC3	6%	4%[0.0935 µM]	-21%
76	Cc1cccc(N(C)C(=O)C2CCCN2S(=O)(=O)c2cccc3nsnc23)c1 (stereo not given)	-7%	1%	-1%
77	Cc1ccc(N)cc1S(=O)(=O)N(C)C	-2%	5%	2%
78	CC(=O)Nc1nc(C)c(C(C)=O)s1	0%	5%	11%
79	N#C/C(=C\c1cccc(Br)c1)C(=O)N1CCCCC1	-9%	0%	-14%
80	O=C(O)C1CSC(c2coc3ccccc3c2=O)N1 (stereo not given)	4%	-5%	9%
81	COc1ccc(NC(=O)Cc2ccccc2F)cc1S(=O)(=O)N1CCCCC1	nt	-3%	4%
82	COc1ccc(/C=C/C(=O)Nc2cccc(N3CCOCC3)c2)cc1OC	17%	3%	-8%
83	CC1CCN(S(=O)(=O)c2ccc3c(c2)N(CC(=O)O)C(=O)CO3)CC1	nt	3%	-1%
84	COc1cc(CNC(=O)C2CCC(=O)N(C3CCCCCC3)C2)cc(OC)c1 (stereo not given)	-3%	3%	1%
85	CCN(Cc1ccccc1)C(=O)Cn1c(=O)n(-c2ccc(C)c(C)c2)c(=O)c2c(C)c(C)sc21	nt	3%	0%
86	Cc1ccc(C)c(Cn2c3ccccc3c3cnn(CC(=O)NC4CCCCCC4)c(=O)c32)c1	nt	5%	-1%
87	CC(C)N=C(Nc1ccc(Cl)cc1)c1cccnc1	-2%	-2%	-4%
88	CC1NC(=O)N(C)[C@@H]2NC(=O)N(C)C(c3ccc([N+](=O)[O-])cc3)[C@@H]12 (stereo not given in full)	6%	nt	21%
89	C/C(=N/NC(=O)c1cc(Cl)ccc1O)C12CC3CC(CC(C3)C1)C2	-15%	1%	7%
90	COc1ccc(C2=NN(c3nc4ccccc4s3)C(=O)/C2=C\N(C)C)cc1	12%	8%	-8%
91	Cc1ccc(N2C(=O)c3n[nH]c(C)c3C2c2ccccc2Cl)cc1 (stereo not given)	nt	2%	16%
92	c1cncc(CNc2ncnc3sc4c(c23)CCCC4)c1	-5%	-5%	2%
93	CC(C)(C)c1ccc(-c2nnc(-c3ccccc3NC(=O)c3cccc(C(F)(F)F)c3)o2)cc1	nt	-3%	-7%
94	Cc1ccc(C(=O)NCC(=O)O)o1	-1%	-2%	-5%
95	COc1cccc(CN2CCNC(=O)C2CC(=O)NC2CCCCCCC2)c1 (stereo not given)	-6%	3%	11%
96	CCCCNS(=O)(=O)c1ccc2nc(SCC(=O)N3CC(C)OC(C)C3)[nH]c2c1 (stereo not given)	4%	4%	-1%
97	CN(Cc1nc2ccccc2n1C)C(=O)c1ccco1	-21%	2%	-7%
98	CN(C(=O)c1ccncc1)c1nnc(-c2cccnc2)s1	2%	7%	3%
99	COc1cc(C(=O)Nc2ccc(Oc3ncnc4sc(-c5ccccc5)cc34)cc2)cc(OC)c1OC	4%	8%	-1%
100	COc1ccc(Cl)cc1NC(=O)C(C)OC(=O)c1ccc(NS(=O)(=O)c2ccc3[nH]c(=O)[nH]c3c2)cc1 (stereo not given)	?	7%	-20%
101	Cn1c(=O)n(C)c2cc([N+](=O)[O-])c(N3CCN(S(=O)(=O)c4ccc5ccccc5c4)CC3)cc21	1%	0%	-7%
102	COC(=O)c1ccccc1NC(=O)c1cc(-c2ccc(O)cc2)on1	-5%	1%	0%
103	COc1cccc(C(=O)NNS(=O)(=O)c2ccc(F)cc2)c1	-7%	nt	-4%
